TRPC4 agonist – activators of mouse TRPC4 channel, primary screen, Fluo4 calcium, HEK293 TRPC4beta/mu-opioid cells; Fluo4 calcium fluorescence; active compounds read high; 310,000 tested, 0.49% active; Short transient receptor potential channel 4 (Mus musculus), Q9QUQ5; B-score at 10 µM; AID 2237, 2010;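 active = B-score above 5 SD of library B-scores, and initial fluorescence ratio not above library mean plus 5 SD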;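 also: positive B-score marks a calcium rise read as TRPC4 activation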
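Assay system: HEK293 stable line with TRPC4beta plus mu-opioid receptor. Times: dye 45 min RT, read 110 s. Measured by: kinetic Fluo4 calcium fluorescence. Measure: B score of integrated ratio. Controls: assay buffer as low control, maximal DAMGO as high control.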
TRPC6 inhibitor – mouse TRPC6 channel inhibitors, primary screen, cell-based, HEK293, membrane potential dye. Short transient receptor potential channel 6 (Mus musculus), Q61143. ACh-evoked depolarization; active compounds read low. B-score at 10 µM. 310,000 tested, 1.1% active. AID 2553, 2010;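 active = B-score under library mean minus 3 SD, initial fluorescence not abnormally high, positive integrated signal ratio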;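 also: B-score derived from integrated fluorescence ratio over the kinetic read; more negative B-score means stronger inhibition of depolarization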
KLF5 inh – KLF5 expression inhibitors, primary screen, DLD-1 cells, luminescence; DLD-1 KLF5 promoter-luciferase reporter; 290,000 tested, 0.23% active; AID 1700, 2009; inhibition, % at 5 µM;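 active = inhibition above a per-plate limit of that plate's mean compound inhibition plus 3 SD, cut at about 60% in these data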;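 also: 0% = DMSO wells and 100% = LY294002 at 200 µM; higher means less KLF5 promoter-driven luciferase light; inactives centre near -14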
aSyn 5UTR inh – MLPCN primary screen, SNCA 5' untranslated region; alpha-synuclein 5'UTR reporter, inhibitor activity; inhibition, % (tested at 7.5 µM); 300,000 tested, 0.82% active; AID 1813, 2009; in the data active = inhibition above about 60%;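 also: H4 neuroglioblastoma cells stably carrying SNCA 5'UTR luciferase fusion; 0% = DMSO wells and 100% = positive control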
IEC-6 tox – cytotoxicity in IEC-6 intestinal epithelial cells, primary screen, cytotoxicity control for KLF5 inhibitor project, cell-based, luminescence; IEC-6 cytotoxicity, luminescence viability; inhibition, % at 5 µM; 290,000 tested, 0.78% active; AID 1825, 2009; in the data active = inhibition above about 22%;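 also: 0% = plate median of test compound wells and 100% = cytotoxic reference compound wells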
SKKanGAS inh – S. pyogenes SKKanGAS growth inhibitors in kanamycin, primary screen, streptokinase expression inhibitor project, SKKanGAS strain, BacTiter-Glo luminescence | inhibition, % at 7.5 µM | AID 1662, 2009 | 6 h | 300,000 tested, 1.3% active;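 active = mean replicate score, as percent of positive control median, at least 50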;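 also: strain carries kanamycin resistance gene driven by streptokinase promoter and grows in 40 µg/ml kanamycin; loss of luminescence reflects streptokinase promoter inhibition or plain growth inhibition; 0% = median of DMSO wells and 100% = positive control at its reference dose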
HIF act – HIF pathway transcriptional activators, primary screen, cell-based, U2OS HRE-luciferase, luminescence; U2OS HRE-luciferase reporter; normalized: DMSO 0%, desferrioxamine 100%; activation, % at 7.5 µM (by protocol); 300,000 tested, 0.32% active; AID 1910, 2009;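 active = mean activation of at least 10% of the iron chelator positive control signal, with at least half of replicates also reaching 10%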
MrgX1 antagonist – antagonists of human MrgX1 receptor, primary screen, HEK293 cells, Fluo-4 calcium flux; B-score at 10 µM; AID 588676, 2011; Mas-related G-protein coupled receptor member X1 (Homo sapiens), Q96LB2; BAM8-22 antagonism; active compounds read low; 310,000 tested, 1.3% active;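 active = calcium-response B-score plate-corrected more than 3 library SD below zero, starting fluorescence within 5 deviations, no agonist response on first addition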;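 also: peak minus trough fluorescence over baseline after final BAM8-22 challenge near maximal dose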
Target sequence (Q96LB2 whole entry, looked up): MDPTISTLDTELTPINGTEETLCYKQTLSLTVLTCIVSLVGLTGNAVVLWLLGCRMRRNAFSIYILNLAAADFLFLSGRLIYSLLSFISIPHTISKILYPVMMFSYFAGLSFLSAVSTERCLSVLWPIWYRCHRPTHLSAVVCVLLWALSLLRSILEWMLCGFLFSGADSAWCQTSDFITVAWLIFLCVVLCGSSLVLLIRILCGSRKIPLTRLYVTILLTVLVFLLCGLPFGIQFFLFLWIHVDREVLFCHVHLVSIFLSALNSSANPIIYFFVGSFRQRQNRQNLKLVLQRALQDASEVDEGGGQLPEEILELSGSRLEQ
TRPC4 potent – positive allosteric modulators of TRPC4, primary screen, cell-based, mouse TRPC4beta, HEK293 mu-opioid, Fluo-4 calcium. Short transient receptor potential channel 4 (Mus musculus), Q9QUQ5. DAMGO EC20, Fluo-4 Ca2+ flux; active compounds read high. B-score at 10 µM. 310,000 tested, 0.42% active. AID 2227, 2009;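 active = B-score of calcium response area above 5 SD of library B-scores, with initial fluorescence ratio within 5 SD of library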;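 also: B-score of integrated fluorescence ratio over time as area under calcium response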
TRPC4 inh – inhibitors of mouse TRPC4 channel, primary screen, Fluo4 calcium, HEK293 TRPC4beta/mu-opioid cells; Short transient receptor potential channel 4 (Mus musculus), Q9QUQ5; DAMGO-evoked Fluo4 calcium flux; active compounds read low; B-score at 10 µM; 300,000 tested, 0.39% active; AID 2247, 2010;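 active = B-score over 3 SD under the library average, no early fluorescence shift, positive overall ratio signal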
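Assay system: TRPC4beta/mu-opioid receptor HEK293 cell line; compound dosing: single concentration per test compound; detection: Fluo4 Ca2+ flux fluorescence; evaluation: per-well B score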
TRPC6 activator – mouse TRPC6 channel activators, primary screen, cell-based, HEK293, membrane potential dye; Short transient receptor potential channel 6 (Mus musculus), Q61143; HEK293-TRPC6 membrane potential dye fluorescence; active compounds read high; B-score at 10 µM; 310,000 tested, 0.13% active; AID 2550, 2010;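 active = B-score of the integrated fluorescence ratio above library mean plus 3 SD, and starting fluorescence ratio within library mean plus 5 SD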;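 also: higher score means more depolarization so channel activation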
Starred values were filed as active, the others as inactive; i = inactive.

cpd	SMILES	TRPC4 agonist	TRPC6 inhibitor	KLF5 inh	aSyn 5UTR inh	IEC-6 tox	SKKanGAS inh	HIF act	MrgX1 antagonist	TRPC4 potent	TRPC4 inh	TRPC6 activator
1	COCc1ccc(C(=O)N2CCCC(N3CCN(c4ccc(F)cc4)CC3)C2)o1 (stereo unspecified)	i	i	18	9	0	1	-0.4	i	i	i	i
2	CCOC(=O)c1c(CSc2cccs2)n(C)c2cc(Br)c(O)c(CN(C)C)c12	i	-6.4*	-6	6	-2	15	-0.1	i	i	i	i
3	Cc1cccc(OCCNc2cc(N3CCN(C)CC3)ccc2[N+](=O)[O-])c1	i	i	-12	-15	2	-2	-0.1	i	i	i	i
4	Cc1csc(SCC(=O)N2CCN(S(=O)(=O)c3ccc(Cl)cc3)CC2)n1	i	i	-13	9	-2	-2	-0.4	i	i	i	i
5	O=C(Nc1ccc2c(c1)CCCN2C(=O)c1cccs1)c1c(F)cccc1Cl	i	i	-3	42	-1	4	-0.9	i	i	i	i
6	Cc1cc(C)nc(NCC(O)CNc2ccccc2C)n1 (stereo unspecified)	i	i	-3	19	-5	2	-0.5	i	i	i	i
7	Nc1nc(CN2CCC(Cc3ccccc3)CC2)nc(Nc2ccccc2)n1	i	i	-8	-15	0	50*	-0.4	i	i	i	i
8	O=C(Nc1ccccc1)N1CCC(n2c(=O)[nH]c3ccccc32)CC1	i	i	-10	-31	2	3	0.3	i	i	i	i
9	COc1ccc(N2C(=O)C3ON(C4SC(=S)N(C)C4(C)C)C(c4ccc([N+](=O)[O-])cc4)C3C2=O)cc1 (stereo unspecified)	i	i	-9	-2	0	1	-0.2	i	i	i	i
10	N/C(=N\OC(=O)COc1ccc(Br)cc1Cl)c1ccccn1	i	i	-118	35	2	-2	-0.9	i	i	i	i
11	CC(=O)c1ccc(NC(=O)CCC(=O)OCC(=O)c2cccc([N+](=O)[O-])c2)cc1	i	i	-46	11	1	0	-0.1	i	i	i	i
12	CC(=O)Nc1nc2c(C)cc(NC(=O)C3CCCCC3)cc2s1	i	i	-101	-96	-1	1	2.4	i	i	i	i
13	Cc1ccc(NC(=O)C2CCCN(c3ncccn3)C2)cc1C (stereo unspecified)	i	i	-85	-125	5	10	1.8	i	i	i	i
14	COc1ccc(F)cc1S(=O)(=O)N1CCCN(S(=O)(=O)c2cc(F)ccc2OC)CC1	i	i	-23	-5	1	-5	1.4	i	i	i	i
15	CC(C)CCNC(=O)c1ccc(CS(=O)(=O)Cc2ccccc2F)o1	i	i	-9	4	-1	0	0.1	i	i	i	i

The listing continues:
cpd	SMILES	TRPC4 agonist	TRPC6 inhibitor	KLF5 inh	aSyn 5UTR inh	IEC-6 tox	SKKanGAS inh	HIF act	MrgX1 antagonist	TRPC4 potent	TRPC4 inh	TRPC6 activator
16	CCOc1ccccc1OCC(=O)Nc1nc2ccccc2[nH]1	i	i	-34	-14	0	5	2.7	i	i	i	i
17	Cc1nc2ccccc2n1/N=C/c1cccnc1	i	i	9	-5	3	5	0.0	i	i	i	i
18	CC(C)n1c(CN2CCN(Cc3ccccc3)CC2)nc2ccccc21	i	i	-9	9	1	-4	-0.5	i	i	i	i
19	COc1ccc(NS(=O)(=O)c2ccc(NC(=O)c3ccc(CN4CCOCC4)cc3)cc2)cc1	i	i	-7	1	-1	5	-0.3	i	i	i	i
20	C=CCNC(=O)COC(=O)c1oc2ccccc2c1CSC1CCCCC1	i	i	4	11	0	2	-0.6	i	i	i	i
21	CCCC(=O)Nc1nc2nc(-c3ccccc3)cc(=O)n2[nH]1	i	i	-23	-11	-1	-5	-0.1	i	i	i	i
22	CCCCCn1c(=O)[nH]c2cc(C(=O)NCCCN3CCCCC3)ccc2c1=O	i	i	-38	-19	5	-4	0.0	i	i	i	i
23	Cc1ccc(NC(=O)c2noc3c2CCCCC3)cc1C	i	i	-144	-25	2	-15	0.3	i	i	i	i
24	CC(Oc1ccc(Br)cc1)C(=O)N1CCc2ccccc21 (stereo unspecified)	i	i	15	-7	-3	-1	0.7	i	i	i	i
25	O=C(CNC(=O)c1ccco1)Nc1cc(Cl)ccc1N1CCOCC1	i	i	-7	24	2	16	-1.0	i	i	i	i
26	O=C(CNC(=O)Cc1ccccc1)NCc1cccc(C(F)(F)F)c1	i	i	-18	-7	-3	7	0.2	i	i	i	i
27	CC(=O)c1ccc(N2CCN(c3ccc(C(F)(F)F)cn3)CC2)cc1	i	i	-28	19	1	6	0.5	i	i	i	i
28	COc1cc2c(cc1NC(=O)c1cccc([N+](=O)[O-])c1)oc1ccccc12	i	i	-43	81*	-3	-5	0.2	i	i	i	i
29	Cc1cc(C)nc(N(C#N)Cc2ccccc2Cl)n1	i	i	-41	2	-3	2	-0.1	i	i	i	i
30	Cc1ccc2cc(CCNC(=O)C(C)C)c(=O)[nH]c2c1	i	i	-2	-15	0	-4	0.3	i	i	i	i

Going on with the list.
cpd	SMILES	TRPC4 agonist	TRPC6 inhibitor	KLF5 inh	aSyn 5UTR inh	IEC-6 tox	SKKanGAS inh	HIF act	MrgX1 antagonist	TRPC4 potent	TRPC4 inh	TRPC6 activator
31	Cc1ccc(-c2ocnc2C(=O)N2CCN(C(=O)c3cccs3)CC2)cc1	i	i	-16	15	-1	5	-0.2	i	i	i	i
32	Cc1ccc2c(c1)CCCN2C(=O)c1ccco1	i	i	-41	14	-4	-4	0.9	i	i	i	i
33	CCSc1nc2ccccc2c(=O)n1OCC(=O)OC	i	i	-18	-9	1	1	-0.2	i	i	i	i
34	Cc1ccccc1NC(C)C(=O)N/N=C/c1c[nH]c2ccccc12 (stereo unspecified)	i	i	-11	-19	3	4	0.8	i	i	i	i
35	O=C(CSc1ccc(-c2ccco2)nn1)Nc1ccccc1F	i	i	-48	6	0	2	0.4	i	i	i	i
36	CCOC(=O)CN1C(=O)C(=O)N(Cc2ccccc2)C1=O	i	i	-3	-4	1	1	1.8	i	i	i	i
37	O=C(Nc1ccncc1)C1CCCN(S(=O)(=O)c2cccc3cccnc23)C1 (stereo unspecified)	i	i	47	27	56*	-16	0.4	i	i	i	i
38	NS(=O)(=O)c1ccc(NC(=O)CSc2ccccc2)cc1	i	i	0	-38	5	-8	0.2	i	i	i	i
39	CSc1nnc(Nc2ccccc2C)s1	i	i	-42	-42	2	0	2.0	i	i	i	i
40	CN1CCN(C(=O)/C(=C/c2ccc([N+](=O)[O-])cc2)NC(=O)c2ccccc2)CC1	i	i	-19	7	-3	-6	-0.1	i	i	i	i
41	O=Nc1c(O)n(Cc2cccc(C(F)(F)F)c2)c2ccccc12	i	i	-8	31	0	-8	-0.5	i	i	i	i
42	C[C@]12CCC(=O)CC1=CCC1C3CC=C(C#N)[C@@]3(C)CC[C@@]12O (stereo partly specified)	i	i	-18	25	-2	-1	-3.7	i	i	i	i
43	CC(C)C(=O)c1cc2c(cc1NC(=O)c1cccs1)OCCO2	i	i	-16	15	0	-1	0.1	i	i	i	i
44	CCc1nnc(NC(=O)CCC(=O)NCCc2ccccc2)s1	i	i	-12	33	-7	20	0.0	i	i	i	i
45	CCO[C@H]1OC(C(=O)N2CCN(Cc3ccccc3)CC2)=C[C@@H](C2CCCCC2)[C@@H]1CCCO	i	i	-22	6	-3	2	1.4	i	i	i	i

(list continues)
cpd	SMILES	TRPC4 agonist	TRPC6 inhibitor	KLF5 inh	aSyn 5UTR inh	IEC-6 tox	SKKanGAS inh	HIF act	MrgX1 antagonist	TRPC4 potent	TRPC4 inh	TRPC6 activator
46	COc1cccc(C(=O)C2CCCN(C(=O)c3ccc(C#CC(C)(C)O)cc3)C2)c1 (stereo unspecified)	i	i	-23	5	-1	7	-0.3	i	i	i	i
47	CCOc1cc(C)c(S(=O)(=O)NC2CC(C)(C)NC(C)(C)C2)cc1C	i	i	-3	0	-2	6	0.0	i	i	i	i
48	CN(CCc1ccccn1)C(=O)CCC1CCCN(C(=O)c2n[nH]c3c2CCCC3)C1 (stereo unspecified)	i	i	-11	9	-4	-4	-0.4	i	i	i	i
49	CN(C)CCCOC(=O)COc1ccc(Br)cc1	i	i	-36	11	-2	24	0.2	i	i	i	i
50	CC(C)(C)OC(=O)N1CCC(c2cc(=O)n3[nH]c(-c4ccc(Cl)cc4)cc3n2)CC1	i	i	-31	9	8	21	-0.2	i	i	i	i
51	CCC(=O)NNc1nc2c(Cl)cccc2s1	i	i	-20	5	-3	-14	-0.2	i	i	i	i
52	CCOC(=O)c1c(C)c(C(=O)NCCc2ccccc2)c(C)n1C	i	i	-112	-80	-2	8	1.3	i	i	i	i
53	COc1ccc(/C=C2\SC(=O)N(CCC(=O)NCCCn3ccnc3)C2=O)cc1	i	i	-78	-23	6	8	2.8	i	i	i	i
54	CCOC(=O)C1CCN(C(=O)COC(=O)CSc2ccc(C(N)=O)cc2[N+](=O)[O-])CC1	i	i	-5	3	0	0	-0.5	i	i	i	i
55	N#CCC(=O)Nc1ccc(C(=O)OCC(=O)Nc2ccccc2Sc2ccccc2)cc1	i	i	-18	-22	-3	12	0.3	i	i	i	i
56	CC(=O)c1ccc(S(=O)(=O)Nc2ccc(-c3ccc4nnc(C)n4n3)cc2)cc1	i	i	-5	-5	-2	5	0.0	i	i	i	i
57	O=C1C=C(Nc2ccc(Cl)cc2)CC(c2ccccc2)C1 (stereo unspecified)	i	i	-1	38	5	1	1.4	i	i	i	i
58	CCc1cc2c(NCC3CCCO3)ncnc2s1 (stereo unspecified)	i	i	-2	-10	4	-2	-0.1	i	i	i	i

Compound activity deposited in PubChem by several laboratories.
